Assay outcomes deposited in PubChem BioAssay by several laboratories.
TRPC4 PAM – allosterically enhances the mouse TRPC4 cation channel. HEK293 TRPC4beta/mu-opioid, DAMGO EC20, Fluo-4 Ca2+ flux; stronger effect = higher value. B-score at 10 µM. 310,000 tested, 0.42% active;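 active = B-score of calcium response area above 5 SD of library B-scores, with initial fluorescence ratio within 5 SD of library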;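 also: B-score of integrated fluorescence ratio over time as area under calcium response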
Target sequence (Q9QUQ5 whole entry, looked up): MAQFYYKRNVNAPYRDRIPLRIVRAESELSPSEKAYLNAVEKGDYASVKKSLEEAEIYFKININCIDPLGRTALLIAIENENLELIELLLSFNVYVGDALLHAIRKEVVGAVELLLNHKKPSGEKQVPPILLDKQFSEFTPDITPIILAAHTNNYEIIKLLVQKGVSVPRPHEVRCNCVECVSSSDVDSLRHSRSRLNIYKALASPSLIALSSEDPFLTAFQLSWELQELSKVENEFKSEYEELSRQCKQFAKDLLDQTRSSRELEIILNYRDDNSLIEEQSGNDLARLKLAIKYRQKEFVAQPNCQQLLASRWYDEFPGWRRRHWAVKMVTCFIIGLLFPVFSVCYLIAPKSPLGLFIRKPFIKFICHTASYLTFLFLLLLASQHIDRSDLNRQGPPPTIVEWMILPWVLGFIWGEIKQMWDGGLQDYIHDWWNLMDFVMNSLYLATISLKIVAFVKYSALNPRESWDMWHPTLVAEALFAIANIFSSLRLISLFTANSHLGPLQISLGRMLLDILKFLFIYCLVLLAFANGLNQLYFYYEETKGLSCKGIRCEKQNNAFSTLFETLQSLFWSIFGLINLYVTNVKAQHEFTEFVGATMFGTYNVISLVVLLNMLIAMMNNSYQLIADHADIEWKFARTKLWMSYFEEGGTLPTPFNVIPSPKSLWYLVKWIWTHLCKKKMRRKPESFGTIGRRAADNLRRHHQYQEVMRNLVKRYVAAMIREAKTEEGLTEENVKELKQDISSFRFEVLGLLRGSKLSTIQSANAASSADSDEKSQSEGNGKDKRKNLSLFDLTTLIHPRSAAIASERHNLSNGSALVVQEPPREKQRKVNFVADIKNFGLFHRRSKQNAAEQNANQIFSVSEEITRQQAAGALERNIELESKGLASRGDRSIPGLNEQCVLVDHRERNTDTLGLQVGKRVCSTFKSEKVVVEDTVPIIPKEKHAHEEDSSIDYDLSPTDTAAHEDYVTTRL
ANO1 block – blocks the mouse calcium-activated chloride channel TMEM16A | Q8BHY3 | HEK293 TMEM16A/YFP iodide influx fluorescence, ionomycin | normalized B-score (activity score, 25-100; higher = stronger inhibition) at 10 µM | 310,000 tested, 1.2% active;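 active = ratio plate-corrected score three or more library SD toward inhibition, starting fluorescence score within five deviations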;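 also: score derived from kinetic fluorescence span divided by baseline fluorescence per well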
MrgX1 PAM – human MrgX1 positive allosteric modulation, primary screen | MrgX1-HEK293, Fluo-4 calcium flux, FDSS; stronger effect = higher value | B-score at 10 µM | 310,000 tested, 0.63% active | AID 588675 | Q96LB2;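 active = plate-corrected calcium response at least 3 library SD above typical, normal starting fluorescence, not activating the receptor alone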;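 also: compound read alongside a low EC10 to EC30 dose of BAM8-22 agonist; peak minus trough fluorescence over baseline measured at the second addition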
MrgX1 ag – activates human MrgX1 receptor signaling. AID 588627. Q96LB2. B-score at 10 µM. MrgX1-HEK293 cells, Fluo-4 calcium fluorescence, agonist mode; stronger effect = higher value. 310,000 tested, 0.44% active;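 active = calcium response B-score plate-corrected fluorescence ratio at least 3 library SD, with starting fluorescence B-score inside 5 SD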
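System – MrgX1-expressing HEK293 cells · Incubation – cells plated overnight, dye loaded 0.5 h 37 °C, 0.5 h room temperature · Technique – kinetic Fluo-4 NW fluorescence of intracellular calcium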
TRPC4 act – TRPC4 (mouse) channel activation. Q9QUQ5. HEK293 TRPC4beta/mu-opioid, Fluo4 calcium fluorescence; stronger effect = higher value. B-score at 10 µM. 310,000 tested, 0.49% active. AID 2237;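 active = B-score above 5 SD of library B-scores, and initial fluorescence ratio not above library mean plus 5 SD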;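 also: positive B-score marks a calcium rise read as TRPC4 activation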
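System: HEK293 cells stably co-expressing mouse TRPC4beta and mu-opioid receptor; Schedule: Fluo4 dye loading 45 min at room temperature, 110 s recording; Detection: Fluo4 fluorescence, kinetic; Evaluation: B-scored integrated calcium fluorescence ratio; Controls: buffer (low) and maximal DAMGO (high).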
MrgX1 antagonist – blocks BAM8-22 activation of human MrgX1 receptor; B-score at 10 µM; Q96LB2; MRGX1-HEK293 calcium flux, Fluo-4, BAM8-22 antagonism; stronger effect = lower value; 310,000 tested, 1.3% active;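 active = calcium-response B-score plate-corrected more than 3 library SD below zero, starting fluorescence within 5 deviations, no agonist response on first addition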;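 also: peak minus trough fluorescence over baseline after final BAM8-22 challenge near maximal dose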
TRPC4 block – TRPC4 (mouse) channel inhibition. Q9QUQ5. HEK293 TRPC4beta/mu-opioid, DAMGO-evoked Fluo4 calcium flux; stronger effect = lower value. B-score at 10 µM. 300,000 tested, 0.39% active. AID 2247;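 active = B-score over 3 SD under the library average, no early fluorescence shift, positive overall ratio signal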
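Assay system: Stable TRPC4beta/mu-opioid receptor HEK293 cells | Reagent: DAMGO in two steps, submaximal then maximal | Compound dosing: Single concentration per test compound | Signal: Fluo4 Ca2+ flux fluorescence | Evaluation: Per-well B score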
TRPC6 activator – mouse TRPC6 channel activation. Q61143. HEK293-TRPC6 membrane potential dye fluorescence; stronger effect = higher value. B-score at 10 µM. 310,000 tested, 0.13% active. AID 2550;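 active = B-score of the integrated fluorescence ratio above library mean plus 3 SD, and starting fluorescence ratio within library mean plus 5 SD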;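 also: higher score means more depolarization so channel activation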
TMEM16A act – activators or potentiators of mouse TMEM16A chloride channel | Q8BHY3 | HEK293 TMEM16A/YFP-H148Q/I152L, iodide quench fluorescence; stronger effect = lower value | B-score at 10 µM | 340,000 tested, 0.3% active;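 active = fluorescence-ratio B-score plate-corrected deviation score at least 3 library SD below zero, with starting fluorescence score within 5 deviations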;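 also: channel opened by trigger with iodide after compound preincubation; score built on the fluorescence ratio of max minus min over baseline; more negative score means more quench and so TMEM16A activation or potentiation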
SKKanGAS inh – blocks kanamycin growth of S. pyogenes SKKanGAS strain. BacTiter-Glo, 6 h. inhibition, % at 7.5 µM. 300,000 tested, 1.3% active;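 active = mean replicate score, as percent of positive control median, at least 50; inconclusive = mean below 50 but one replicate at or above 50; inactive = mean and every replicate below 50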;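 also: strain carries kanamycin resistance gene driven by streptokinase promoter and grows in 40 µg/ml kanamycin; loss of luminescence reflects streptokinase promoter inhibition or plain growth inhibition; 0% = median of DMSO wells and 100% = positive control at its reference dose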
TRPC6 inhibitor – mouse TRPC6 channel inhibition | B-score at 10 µM | HEK293-TRPC6, membrane potential dye, ACh-evoked depolarization; stronger effect = lower value | 310,000 tested, 1.1% active;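 active = B-score under library mean minus 3 SD, initial fluorescence not abnormally high, positive integrated signal ratio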;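 also: B-score derived from integrated fluorescence ratio over the kinetic read; more negative B-score means stronger inhibition of depolarization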
* hit, by the source's call; i = inactive; ? = inconclusive; nt = not tested or not shown.

Order of values: TRPC4 PAM | ANO1 block | MrgX1 PAM | MrgX1 ag | TRPC4 act | MrgX1 antagonist | TRPC4 block | TRPC6 activator | TMEM16A act | SKKanGAS inh | TRPC6 inhibitor
1. CCc1ccc(OCC2c3cc(OC)c(OC)cc3CCN2C(=S)NCCOC)cc1 (stereo unspecified)
  i | i | i | i | i | i | i | i | i | 12.0 | i
2. S=C1NCCc2ccc(Cl)cc2C1c1ccccc1 (stereo unspecified)
  nt | i | i | i | nt | i | nt | nt | i | nt | nt
3. O=C(CCc1ccccc1)N/N=C/c1cccc([N+](=O)[O-])c1
  i | i | i | i | i | i | i | i | i | nt | i
4. Cc1oc(-c2ccc(Cl)cc2)nc1CN1CCC(C(=O)NCCCN2CCCC2=O)CC1
  i | i | i | i | i | i | i | i | i | -4.9 | i
5. CCOc1ccc(Cl)cc1CN1CCOCC1
  i | i | i | i | i | i | i | i | i | -2.2 | i
6. CCCNC(=O)COC(=O)c1ccccc1OCc1ccc(Cl)cc1
  i | i | i | i | i | i | i | i | i | 18.2 | i
7. Cc1ccc(/C(N)=N/OC(=O)Cc2cccs2)cc1
  i | i | i | i | i | i | i | i | i | 7.6 | i
8. CCN(CC)C(=O)C12C(=O)Oc3ccccc3C1C2(C)C(=O)c1ccc(F)cc1 (stereo unspecified)
  i | i | i | i | i | i | i | i | i | -1.0 | i
9. O=C(NCC1CCCO1)C(Cc1ccccc1)N1C(=O)C2C3C=CC(C4CC34)C2C1=O (stereo unspecified)
  i | i | i | i | i | i | i | i | i | 0.8 | i
10. CCOC(=O)Cc1csc(NC(=O)c2cnc3sc(C)cn3c2=O)n1
  i | i | i | i | i | i | i | i | i | -0.8 | i
11. CCOC(=O)CSc1nnc(C2CCCCC2)n1C
  i | i | i | i | i | i | i | i | i | -11.6 | i
12. COC(=O)c1ccc(NC(=O)[C@H](C)NC(N)=O)cc1
  i | i | i | i | i | i | i | i | i | -3.9 | i
13. COc1cc([N+](=O)[O-])cc(/C=N/NC(=O)Cn2cncn2)c1O
  i | i | i | i | i | i | i | i | i | -1.6 | i
14. CC(=O)Nc1ccc(CN2CCN(C3CCCC3)C(CCO)C2)cc1 (stereo unspecified)
  i | i | i | i | i | i | i | i | i | -2.1 | -6.89*
15. CCc1ccc(NC(=O)Cc2ccc(NC3=NC4CS(=O)(=O)CC4S3)cc2)cc1 (stereo unspecified)
  i | i | i | i | i | -6.13* | i | i | i | 1.3 | i
16. NNC(=O)c1cccc(O)c1
  i | i | i | i | i | i | i | i | i | -4.8 | i
17. Nc1nc(-c2ccco2)cs1
  i | i | i | i | i | i | i | i | i | -0.1 | i
18. Cc1nnc(NC(=O)CSc2nccn2Cc2ccccc2)s1
  i | i | i | i | i | i | i | i | i | 16.8 | i
19. Cc1csc2nc3cc(C(N)=O)ccc3c(=O)n12
  i | i | i | i | i | i | i | i | i | -1.2 | i
20. CCN=C1SC(C(=O)Nc2cccc(Cl)c2)CC(=O)N1CC (stereo unspecified)
  i | i | i | i | i | i | i | i | i | -18.8 | i
21. CN(C)C1=NC[C@H](Cc2ccccc2)N1CC1CCCC1
  nt | i | i | i | nt | i | nt | nt | i | nt | nt
22. C#CCOCCOCCOCCNc1nc(N2CCN(C(=O)Cn3cc(CCCCN)nn3)CC2)nc(N2CCN(C(=O)[C@H](CCCCN)n3cc(CCCC)nn3)CC2)n1
  nt | i | i | i | nt | i | nt | nt | i | nt | nt
23. CCn1nc(C)c(CN2CCCC(CNS(=O)(=O)c3ccc(OC)cc3)C2)c1C (stereo unspecified)
  i | i | i | i | i | i | i | i | i | -2.2 | i
24. Cc1cc(C)c2c(c1)-c1c(ssc1=S)C(C)(C)N2C(=O)CSc1nncn1C
  i | i | i | i | i | i | i | i | i | -2.0 | i
25. CCOC(=O)Cn1cnc2c(nnn2Cc2ccc(Cl)cc2)c1=O
  i | i | i | i | i | i | i | i | i | -4.3 | i
26. CC(C)CCOCC(O)CCC(=O)NNC(=S)Nc1ccccc1 (stereo unspecified)
  i | i | i | i | i | i | i | i | i | -3.7 | i
27. COC(=O)c1c(NC(=O)C2CC=CCC2C(=O)O)sc(C)c1C (stereo unspecified)
  i | i | i | i | i | i | i | i | i | -1.9 | i
28. CC(C)C(c1nnnn1Cc1ccccc1)N(Cc1ccco1)Cc1cccs1 (stereo unspecified)
  i | i | i | i | i | i | i | i | -13.8* | 17.6 | i
29. O=C(Oc1ccccc1/C=C\C(=O)c1cc2ccccc2o1)c1cccc(F)c1
  i | i | i | i | i | i | i | i | i | -60.7 | i
30. CCOc1ccc(C(=O)NCC(=O)OCc2c(C)noc2C)cc1
  i | i | i | i | i | i | i | i | i | -5.5 | i
31. COc1ccc(CNC(=O)c2cc3cc(OC)ccc3oc2=O)cc1
  i | i | i | i | i | i | i | i | i | -3.7 | i
32. COc1ccc(CCNC(=O)C2CCCN(C(=O)N(C)C)C2)c(OC)c1 (stereo unspecified)
  i | i | i | i | i | i | i | i | i | -2.1 | i
33. COc1cccc(NC(=S)NC(=O)Cc2ccccc2)c1
  i | i | i | i | i | i | i | i | i | 5.2 | i
34. Cc1[nH]nc2c1C(c1ccccn1)N(c1ccc(Br)cc1)C2=O (stereo unspecified)
  i | i | i | i | i | i | i | i | i | -9.0 | i
35. Cc1ccc(NC(=O)c2cc(NC(=O)CCCC(=O)O)ccc2Cl)cc1Cl
  i | i | i | i | i | i | i | i | i | -5.5 | i
36. COc1ccc2nc3oc(C(=O)N4CCN(c5ccccc5F)CC4)cc3cc2c1
  i | i | i | i | i | i | i | i | i | -2.4 | i
37. COCCNC(=O)CCn1nc(-c2ccc(Cl)cc2)c2ccccc2c1=O
  i | i | i | i | i | i | i | i | i | -4.7 | i
38. CCOC(=O)C1CCCN(C(=O)C2CCN(S(=O)(=O)c3cccs3)CC2)C1 (stereo unspecified)
  i | i | i | i | i | i | i | i | i | 1.2 | i
39. Cc1oc2ccc(OCc3ccc(Cl)cc3)cc2c1C(=O)O
  i | i | i | i | i | i | i | i | i | -2.4 | i
40. O=C(Nc1ccc(Nc2ccccc2)cc1)C1CC1
  i | i | i | i | i | i | i | i | i | 3.5 | i
41. CCOC(=O)c1c(NC(=S)N2CCN(C)CC2)sc(C)c1-c1ccccc1
  i | i | i | i | i | i | i | i | i | 50.1* | i
42. CN(C)c1nc(-c2cccs2)cc(C(F)(F)F)c1C#N
  i | i | i | i | i | i | i | i | i | -6.2 | i
43. C=CCOc1c(Br)cc(CNc2ccc(NC(=O)C(C)C)c(OC)c2)cc1OCC
  i | i | i | i | i | i | i | i | i | 5.0 | i
44. CCOC(=O)c1c(NC(=O)CCS(=O)(=O)c2ccccc2)sc2c1CCN(C)C2
  i | i | i | i | i | i | i | i | i | ? | i
45. O=C(NC1CCCN(c2ccc(C(F)(F)F)cn2)C1)c1cc(Cl)ccc1F (stereo unspecified)
  i | i | i | i | i | -6.65* | i | i | i | 1.0 | i
46. O=C(c1cc(N2C(=O)C3C4CCC(C4)C3C2=O)ccc1Cl)N1CCN(c2ccccc2)CC1 (stereo unspecified)
  i | i | i | i | i | i | i | i | i | -5.0 | i
47. O=C(CSc1nnc(COc2ccccc2F)n1-c1ccccc1)NCc1ccco1
  nt | i | i | i | nt | i | nt | nt | i | nt | nt
48. COc1ccc(/C=C(/NC(=O)c2ccccc2)c2nc3ccccc3[nH]2)cc1OC
  i | i | i | i | i | i | i | i | i | 0.7 | i
49. c1ccc2c(COn3nnc4ccccc43)cccc2c1
  i | i | i | i | i | i | i | i | i | 6.1 | i
50. COc1cc(/C=C2\NC(=S)NC2=O)ccc1OCc1cccc(C(=O)O)c1
  i | i | i | i | i | i | i | i | i | 8.3 | i

Next compounds follow:
Order of values: TRPC4 PAM | ANO1 block | MrgX1 PAM | MrgX1 ag | TRPC4 act | MrgX1 antagonist | TRPC4 block | TRPC6 activator | TMEM16A act | SKKanGAS inh | TRPC6 inhibitor
51. COc1ccccc1NS(=O)(=O)c1ccc(NC(=O)CCNC(=O)c2ccco2)cc1
  i | i | i | i | i | i | i | i | i | 7.2 | i
52. O=c1c(Oc2ccccc2Br)c(C(F)(F)F)oc2c(CN3CCCC3)c(O)ccc12
  i | i | i | i | i | i | i | i | i | -6.3 | i
53. Cc1ccc(C(CC(=O)N2CCCCC2)c2ccccc2)c(O)c1C (stereo unspecified)
  i | i | i | i | i | i | i | i | i | 11.2 | i
54. N#Cc1cc(N2CCCCC2)c([N+](=O)[O-])cc1C#N
  i | i | i | i | i | i | i | i | i | 12.2 | i
55. COCCOC(=O)C1=C(C)NC2=C(C(=O)CC(c3cccs3)C2)C1c1ccsc1 (stereo unspecified)
  i | i | i | i | i | i | i | i | nt | 4.6 | i
56. Cc1cccc(C)c1NC(=O)/C(C#N)=C/c1cccs1
  i | i | i | i | i | i | i | i | i | -1.3 | i
57. CSc1nc(C)c(CCOC(=O)c2cccc(Cl)c2)c(=O)[nH]1
  i | i | i | i | i | i | i | i | i | 2.4 | i
58. COc1ccc(C2C(C(N)=O)=C(C)Nc3ncnn32)cc1 (stereo unspecified)
  i | i | i | i | i | i | i | i | i | -2.7 | i
59. CCCN(CC(=O)Nc1ccccc1C)C(=O)C1CCN(S(=O)(=O)c2ccccc2C(F)(F)F)CC1
  i | i | i | i | i | i | i | i | i | -2.8 | i
60. N=C(c1ccc([N+](=O)[O-])cc1)N1CCCCCC1
  i | i | i | i | i | i | i | i | i | -6.0 | i
61. CS(=O)(=O)n1nc(-c2cccnc2)nc1NCc1ccccc1
  i | i | i | i | i | i | i | i | i | -5.5 | i
62. O=C(NCc1ccccc1)OCCN1CCN(Cc2ccccc2)CCC1=O
  i | i | i | i | i | i | i | i | i | 4.6 | i
63. Cc1ccc(-c2nnn(CC(=O)N(C)C3CCCCC3)n2)o1
  i | i | i | i | i | i | i | i | i | -2.1 | i
64. COC(=O)Cc1ccc(NC(=O)c2ccccc2Cl)cc1
  i | i | i | i | i | i | i | i | i | 4.1 | i
65. C=C(C)CNC(=S)N/N=C/c1ccccc1OCC(=O)O
  i | i | i | i | i | i | i | i | i | 4.8 | i
66. O=C(Cc1cccs1)Nc1ccc(N2CCOCC2)cc1
  i | i | i | i | i | i | i | i | i | 4.3 | i
